Source: PubChem (several laboratories)
TLR9-MyD88 inh = inhibitors of human TLR9-MyD88 binding; CHO BLA complementation TLR9-MyD88, CCF4 FRET ratio; inhibition, % at 4.98 µM; AID 504734; 0.21% of 340,000 active;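 active = inhibition above the mean over all tested compounds plus 3 SD, cut at about 21% in these data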;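 note: 0% = DMSO only wells and 100% = clavulanate BLA inhibitor control wells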
MC4R ag barr = human MC4R agonism via beta-arrestin. activation, % at 8.9 µM. U2OS MC4R beta-arrestin complementation, luminescence; percent of melanotan II response, DMSO zero. P32245. 0.98% of 360,000 active;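 active = activation above a per-plate cutoff, the mean activation of sample wells on that plate plus 3 SD, cut at about 8% in these data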
Target sequence (P32245 whole entry, looked up): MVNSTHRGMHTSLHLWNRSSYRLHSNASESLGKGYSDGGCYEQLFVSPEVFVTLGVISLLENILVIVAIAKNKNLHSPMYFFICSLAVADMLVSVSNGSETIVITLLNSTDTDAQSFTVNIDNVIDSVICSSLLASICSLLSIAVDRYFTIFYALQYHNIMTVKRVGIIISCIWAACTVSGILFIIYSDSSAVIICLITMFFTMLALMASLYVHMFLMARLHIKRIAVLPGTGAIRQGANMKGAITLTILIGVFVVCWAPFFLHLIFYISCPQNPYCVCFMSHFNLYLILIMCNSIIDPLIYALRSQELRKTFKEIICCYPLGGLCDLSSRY
SRC2 inh = human SRC2 (NCOA2) inhibition | Q15596 | HEK293 GAL4-SRC2 luciferase reporter, luminescence | inhibition, % at 9 µM | 0.17% of 370,000 active;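 active = inhibition above the mean inhibition of all tested compounds plus 3 SD, set per campaign, cut at about 52% in these data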;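 note: 0% = DMSO treated cells and 100% = cells given Gossypol at 36 µM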
HTR2A ag = mouse HTR2A agonism via beta-arrestin recruitment | 0.66% of 360,000 active | CHO-K1 mHTR2A beta-arrestin complementation, luminescence; percent of 30 µM serotonin response | activation, % at 7.6 µM | P35363;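 active = activation above a run cutoff, the mean activation of all tested compounds plus 3 SD, cut at about 14% in these data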;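 note: 0% = plate median of compound wells and 100% = 30 µM serotonin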
Target sequence (P35363 whole entry, looked up): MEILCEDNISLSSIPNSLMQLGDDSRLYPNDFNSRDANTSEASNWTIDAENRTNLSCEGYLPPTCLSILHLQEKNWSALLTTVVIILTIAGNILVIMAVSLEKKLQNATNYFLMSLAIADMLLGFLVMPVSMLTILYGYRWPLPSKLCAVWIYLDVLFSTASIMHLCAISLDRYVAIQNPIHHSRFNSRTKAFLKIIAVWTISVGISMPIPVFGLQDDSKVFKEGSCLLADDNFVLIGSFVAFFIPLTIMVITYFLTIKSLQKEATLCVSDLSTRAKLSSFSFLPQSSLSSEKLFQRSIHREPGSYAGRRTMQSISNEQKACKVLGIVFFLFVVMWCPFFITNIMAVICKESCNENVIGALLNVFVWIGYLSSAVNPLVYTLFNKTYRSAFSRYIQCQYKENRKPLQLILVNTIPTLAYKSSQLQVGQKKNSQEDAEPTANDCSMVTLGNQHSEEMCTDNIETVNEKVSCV
ABHD5-PLIN5 inh = ABHD5-PLIN5 protein interaction inhibition. Q00G26+Q8WTS1. inhibition, % at 4 µM. Split G. princeps luciferase complementation, luminescence, 4 h. 0.78% of 360,000 active;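 active = inhibition above the mean inhibition across every tested compound plus 3 SD, cut at about 22% in these data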;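 note: 0% = DMSO only wells and the 100% control is not disclosed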
Glyco luc inh = blocks N-linked glycosylation in D54 reporter cells. D54 ERlucT glycosylation luciferase reporter, 24 h; percent of 100 nM tunicamycin response. reporter increase, % at 12.5 µM. 0.23% of 360,000 active. AID 588692;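 active = mean luciferase reporter signal, scaled so untreated is 0 and the glycosylation-blocking control 100, at or above a set limit in every replicate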;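 note: luciferase carries N-glycosylation sites so blocking glycosylation raises the light; 0% = median of neutral control wells and 100% = median of 100 nM tunicamycin wells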
NOD2-RIPK2 inh = blocks binding of human NOD2 to RIPK2; O43353; CHO BLA complementation NOD2-RIPK2, CCF4 ratio; inhibition, % at 4.98 µM; 0.38% of 360,000 active; AID 624267; in the data active = inhibition above about 21%;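 note: 0% = vehicle only and 100% = reference blocker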
ABCB6 inh MLPCN = blocks the human ABCB6 transporter; AID 602162; Q9NP58; fluorescence ratio to DMSO, % at 10 µM; K562-ABCB6 porphyrin accumulation, flow cytometry, 1 h; hits give low values; 0.19% of 360,000 active;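 active = fluorescence ratio to DMSO below 75%, the collection mean minus 3 SD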;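 note: signal is porphyrin accumulated inside mitochondria; 100% equals median channel fluorescence of DMSO control wells; lower ratio means ABCB6 inhibition with less porphyrin fluorescence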
H9c2 protect = myocardial damage modulation in H9c2 cells. H9c2 cardiomyocytes, H2O2 injury protection, ATPLite, 2 h. 0.63% of 360,000 active. AID 588492. protection from H2O2 cell death, % at 20 µM;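 active = compounds giving at least 50% protection of heart cells from peroxide-induced death in the single-dose screen, raw or plate-pattern-corrected value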;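 note: 0% = DMSO wells with peroxide and 100% = DMSO wells without peroxide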
MC4R antagonist = blocks human MC4R cAMP signaling; P32245; MC4R-expressing cells, MTII-stimulated cAMP, LANCE TR-FRET; inhibition, % at 6.5 µM; 0.48% of 360,000 active;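 active = inhibition above its plate's cutoff, the mean of tested wells on that plate plus 3 SD, cut at about 29% in these data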;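 note: 0% = Melanotan II alone and 100% = Melanotan II plus saturating MCL0020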
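Test system: U2OS cells stably expressing human melanocortin 4 receptor (MC4R); also added: Melanotan II challenge; compound: 6.5 µM single dose; timing: 30-min compound preincubation, 1-h Melanotan II challenge, 1-h detection, room temperature; signal: Eu-cAMP/anti-cAMP TR-FRET, emission 671 nm; repeats: one well per compound, no replicates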
Starred values were filed as active, the others as inactive; . = no result given. Only part of the results is shown; the hit share may differ from the screen's.

Results follow in this order: TLR9-MyD88 inh	MC4R ag barr	SRC2 inh	HTR2A ag	ABHD5-PLIN5 inh	Glyco luc inh	NOD2-RIPK2 inh	ABCB6 inh MLPCN	H9c2 protect	MC4R antagonist
Cc1ccc(NC(=O)c2ccc(Cl)c(S(=O)(=O)NCC3CCCO3)c2)c(O)c1 (stereo not given)
→ -2	-0.6	8	8	9	1	0	106	-4	-6
Cc1ccc(N(Cc2cc3ccc(C)cc3[nH]c2=O)C(=O)c2ccco2)cc1
→ -1	-0.7	-13	-2	3	-3	3	97	-5	-5
Cc1ccc(-n2ncc3c2CCCC3NC(=O)CCn2ccnc2C)cc1C (stereo not given)
→ -11	0.9	2	-2	-5	-3	-9	98	-3	15
COC(=O)[C@H](Cc1ccccc1)NC(=O)NCc1ccccc1
→ -11	-0.5	-18	7	1	1	-8	99	-6	15
COc1ccc(-c2c(NC(=O)c3ccco3)oc3ccc(Cl)cc3c2=O)cc1
→ -6	-0.8	-10	0	-10	-3	-9	97	-3	15
O=S(=O)(NCc1cn2ccccc2n1)c1ccccc1F
→ -7	0.3	8	-1	-1	1	-13	106	4	12
CCOc1ccc(C(CC(=O)O)n2cnnn2)cc1OC (stereo not given)
→ 4	0.8	-31	-4	1	0	2	99	0	6
O=C(CCN1C(=O)/C(=C\c2ccc(F)cc2)SC1=S)Nc1ccc(O)cc1
→ -1	-2.5	-26	-5	-1	-2	-5	100	-12	-2
COCCN(C(=S)Nc1ccccc1OC)C1CCN(C(C)=O)CC1
→ -3	-2.5	-13	-3	-5	3	-14	110	8	-1
Cc1c(Br)c(C(N)=O)nn1C
→ 2	-0.2	-13	-1	3	3	0	105	8	5
NC(=O)C(c1ccc(Br)cc1)c1ccc(C(=O)c2ccccc2)cc1 (stereo not given)
→ 0	-0.1	8	0	3	-3	5	96	-18	9
Cc1noc(C)c1COc1ccc(C(=O)NCCc2ccccn2)cc1
→ -7	0.6	-40	2	1	4	5	99	-2	10
Cc1n[nH]c(C)c1CCOc1ccc(C(C)C)cc1
→ -3	2.5	-19	-4	5	0	-6	90	-15	3
Cc1ccc2cc(NC(=O)c3cccc(F)c3)ccc2n1
→ 2	0.7	-68	-1	1	-6	-13	90	-4	3
NC(=O)C1CCN(C(=O)C2CC(=O)N(Cc3ccccc3)C2)CC1 (stereo not given)
→ -16	-1.7	8	4	-2	0	4	104	7	1

Next section.
Results follow in this order: TLR9-MyD88 inh	MC4R ag barr	SRC2 inh	HTR2A ag	ABHD5-PLIN5 inh	Glyco luc inh	NOD2-RIPK2 inh	ABCB6 inh MLPCN	H9c2 protect	MC4R antagonist
CC(c1ccccc1)N1CC(C(=O)Nc2ccc(F)cc2)CC1=O (stereo not given)
→ 2	-0.5	2	6	2	0	-11	98	12	16
COCCNC(=O)C(=O)Nc1cc2c3c(c1)CCC(=O)N3CCC2
→ 4	-3.0	-15	1	1	3	6	100	4	-2
O=C(Cc1cccc2ccccc12)NC(NC(=S)Nc1ccccc1Cl)C(Cl)(Cl)Cl (stereo not given)
→ 0	0.2	10	2	-12	-10	-5	94	-13	15
OC(c1ccco1)c1nc(-c2ccc(F)c(Cl)c2)cs1 (stereo not given)
→ .	1.4	-25	-2	-2	-1	3	94	-5	7
CN1CCN(Cc2coc3c(Cl)cc(Cl)cc3c2=O)CC1
→ -6	-1.8	9	0	-5	1	10	103	9	7
CCc1ccc(N(C(=O)Cc2cccs2)C(C(=O)NC2CCCCC2)c2cn(C)nc2C)cc1 (stereo not given)
→ -8	-1.6	-5	-3	-4	-3	2	96	10	6
Brc1ccc(-c2nn3c(-c4ccco4)nnc3s2)o1
→ -8	-3.4	-3	1	5	1	-7	103	94*	45*
CN1C(=O)/C(=C/c2cc3c(cc2Br)OCO3)NC1=S
→ -11	11*	-7	6	-1	-1	-3	102	-7	-13
COc1ccc(NC(=O)CN2CCN(c3ccccc3C)CC2)cc1
→ -5	-1.7	9	-5	6	1	-17	98	2	3
CCOC(=O)N1CCc2c(sc3c2c(=O)n(Cc2ccccc2)c(=O)n3CC(=O)NCCOC)C1
→ 12	-2.9	-13	-3	-9	1	-6	100	6	5
CC1CCCCN1CCNS(=O)(=O)c1ccc2c(c1)oc(=O)n2C (stereo not given)
→ -4	-0.2	-15	-1	-3	6	-3	98	1	8
CCn1cnc2c1c(=O)n(CC(=O)NN)c(=O)n2Cc1ccccc1
→ -6	0.0	-41	7	7	2	-15	98	0	3
CS(=O)(=O)N1CCc2cc(C(=O)N3CCN(c4cccc(Cl)c4)CC3)ccc21
→ -1	-1.2	-9	3	10	2	-5	102	2	1
COc1ccccc1OCCNC(=O)c1cc([N+](=O)[O-])cc([N+](=O)[O-])c1
→ 0	-3.0	-14	-1	-6	2	-9	97	0	11
Oc1c(Br)cc(Br)cc1CNc1cnc2ccccc2c1
→ -2	1.0	-11	-1	-15	1	-5	93	-10	-2

Going on with the list:
Results follow in this order: TLR9-MyD88 inh	MC4R ag barr	SRC2 inh	HTR2A ag	ABHD5-PLIN5 inh	Glyco luc inh	NOD2-RIPK2 inh	ABCB6 inh MLPCN	H9c2 protect	MC4R antagonist
CC(=O)NC(Cc1ccccc1)C(=O)NC1CCN(c2ncccc2[N+](=O)[O-])CC1 (stereo not given)
→ -7	-0.7	-2	4	2	0	-4	109	6	0
CCCCN(C(=O)C(C)Oc1cccc(Cl)c1)c1c(N)n(CCC)c(=O)[nH]c1=O (stereo not given)
→ -1	-1.9	-18	10	-7	1	-2	96	1	-3
Cc1cccc(C)c1-n1c(C)nn(CCOc2ccccc2)c1=O
→ 2	1.5	-7	1	7	-2	3	103	-1	12
CCOC(=O)CSc1nc2sc3c(c2c(=O)[nH]1)CC(C)(C)OC3
→ -4	-2.1	3	-4	-2	2	-4	93	6	15
CC(=O)Nc1ccc(C(=O)CSc2ncn(-c3ccccc3)n2)cc1
→ -8	-1.2	-26	-4	1	1	1	98	-6	6
C=CCOC(=O)C1=C(C)Nc2nc3ccccc3n2C1c1ccncc1 (stereo not given)
→ 0	-1.7	-10	-2	-1	-2	4	101	10	-2
CCSc1ccccc1C(=O)Nc1cc(C)on1
→ 3	0.6	-25	-2	2	1	-3	91	0	5
CC(=NNC(=O)c1cc(C)nc2ccccc12)c1ccc(N2CCOCC2)cc1
→ 6	-0.9	-34	-6	2	-2	11	95	12	-3
CCOc1ccc2[nH]c(=O)c(CN(CCO)C(=O)c3ccccc3F)cc2c1
→ -1	0.6	2	-4	9	2	-3	99	2	-6
CCc1[nH]nc2c1C(c1ccncc1)C(C#N)=C(N)O2 (stereo not given)
→ -4	-1.4	9	5	2	0	-8	95	0	2
COc1ccc(C(=O)Nn2c(C)nnc2-n2nc(C)cc2C)cc1OC
→ -1	0.8	12	0	7	3	-13	96	-2	2
Cc1cccc(OC(C)C(=O)N2CCN(Cc3ccc4c(c3)OCO4)CC2)c1 (stereo not given)
→ 5	-0.7	11	-4	5	-1	8	94	2	0
NC(=O)C1CCCN(CC(=O)Nc2ccccc2C(=O)NC2CC2)C1 (stereo not given)
→ -7	-0.6	2	4	6	4	3	94	11	12
Cc1ncc(CO)c(/C=N/NC(=S)Nc2ccc(C(C)C)cc2)c1O
→ 7	0.3	-3	-3	-5	2	6	104	44	7
Cc1ccc(Nc2nc(N)nc(CN3CCCCCC3)n2)cc1
→ 3	-1.9	8	-2	5	0	4	97	17	7
Cc1cc(C(=O)NC2CCCCCCC2)ccc1[N+](=O)[O-]
→ 7	-1.4	-73	3	-12	-2	0	97	-3	6
CCCC(=O)Nc1nc(-c2ccccc2)c(CC)s1
→ -1	1.9	-12	-9	-7	3	6	97	0	3
COc1ccc(-c2cn(CCC(=O)O)c(-c3ccncc3)n2)cc1
→ 14	-0.8	-19	0	-8	5	-5	102	11	-18

A second format for part of the listing above:
CCSc1ccccc1C(=O)Nc1cc(C)on1
  TLR9-MyD88 inh: 3; MC4R ag barr: 0.6; SRC2 inh: -25; HTR2A ag: -2; ABHD5-PLIN5 inh: 2; Glyco luc inh: 1; NOD2-RIPK2 inh: -3; ABCB6 inh MLPCN: 91; H9c2 protect: 0; MC4R antagonist: 5

CC(=NNC(=O)c1cc(C)nc2ccccc12)c1ccc(N2CCOCC2)cc1
  TLR9-MyD88 inh: 6; MC4R ag barr: -0.9; SRC2 inh: -34; HTR2A ag: -6; ABHD5-PLIN5 inh: 2; Glyco luc inh: -2; NOD2-RIPK2 inh: 11; ABCB6 inh MLPCN: 95; H9c2 protect: 12; MC4R antagonist: -3

Molecules above containing a thiophene ring, fused or not, in the order listed:
Results follow in this order: TLR9-MyD88 inh	MC4R ag barr	SRC2 inh	HTR2A ag	ABHD5-PLIN5 inh	Glyco luc inh	NOD2-RIPK2 inh	ABCB6 inh MLPCN	H9c2 protect	MC4R antagonist
CCc1ccc(N(C(=O)Cc2cccs2)C(C(=O)NC2CCCCC2)c2cn(C)nc2C)cc1 (stereo not given)
→ -8	-1.6	-5	-3	-4	-3	2	96	10	6
CCOC(=O)N1CCc2c(sc3c2c(=O)n(Cc2ccccc2)c(=O)n3CC(=O)NCCOC)C1
→ 12	-2.9	-13	-3	-9	1	-6	100	6	5
CCOC(=O)CSc1nc2sc3c(c2c(=O)[nH]1)CC(C)(C)OC3
→ -4	-2.1	3	-4	-2	2	-4	93	6	15
